Screens: PubChem, National Center for Advancing Translational Sciences (NCATS)
Coupling enz: qHTS Assay for Inhibitors of Fructose-1,6-bisphosphate Aldolase from Giardia Lamblia: Coupling assay counterscreen; coupling enzyme system counterscreen, AmpLite Red fluorescence; activity change, negative = inhibition, % at 58.2 µM, hits read low; 290,000 compounds, 0.67% hits; in the data active = activity change below about -30%; note: % is set by controls: 0 for no effect and ±100 for the full control effect
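First, compound is pin-transferred into glyceraldehyde-3-phosphate coupling-enzyme reagent at 57.5 uM final and held 10 min at RT. Next, substrate, coupling system and AmpLite Red are added. After 20 min RT, fluorescence (525/598 nm) is read.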
ASM inhibitor: Inhibitors of Secretory Acid Sphingomyelinase (S-ASM): qHTS. placental ASM, HMU-PC fluorogenic substrate, 60 min. Potency, µM (top dose mostly 57.5 µM), for inactives: at the highest dose activity change, negative = inhibition, most hits filed as inhibitors. 340,000 compounds, 0.006% hits. AID 504937, 2011; note: potency is the fitted concentration of half-maximal effect
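Human placenta-derived ASM enzyme was preincubated with compound for 10 minutes at room temperature, then given fluorogenic substrate HMU-PC0 (9 uM final) for 60 minutes at 37 °C; a pH 10 stop preceded fluorescence reading at Ex 386/Em 447 nm.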
KCNH2 3.1 block: qHTS for Inhibitors of KCHN2 3.1: Mutant qHTS; activity change, % (tested at about 1.8 µM); U2OS KCNH2 3.1, thallium flux FluxOr; hits give low values; 340,000 compounds, 0.95% hits;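 active = maximum activity change below -70%; inconclusive = maximum activity change from -70% to -50%; inactive = maximum activity change above -50%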;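 note: thallium influx rate constant from kinetic fluorescence after stimulation buffer; % is set by controls: 0 for no effect and ±100 for the full control effect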
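Normalized rate constant (relative to positive and negative DMSO controls) derived from a 2 min kinetic fluorescence read after stimulation; U2OS cells expressing the 3.1 isoform via virus at 1.77 x 10^8 /mL.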
MBNL1 CUG block: qHTS Assay for Inhibitors of MBNL1-poly(CUG) RNA binding | 280,000 compounds, 0.036% hits | Potency, µM (highest dose often 57.5 µM), for the others: top-dose activity change, negative = inhibition, usual class: inhibitors | Muscleblind-like protein 1 (Homo sapiens), Q9NR56 | TR-FRET MBNL1-His/biotin-(CUG)12 binding, 665/545 ratio | AID 2675, 2010; active = well fitted inhibition curve with a large enough effect in the signal ratio, with a control signal flat, not every such curve was filed as active; inconclusive = small, poorly fitted or top-dose-only effect, or effect the other way, or a change in a side signal; inactive = no such curve, though single readings can be large or run the other way; the % refers to the signal ratio; note: potency is the fitted concentration of half-maximal effect; % is set by controls: 0 for no effect and ±100 for the full control effect
Target sequence (Q9NR56 whole entry, looked up): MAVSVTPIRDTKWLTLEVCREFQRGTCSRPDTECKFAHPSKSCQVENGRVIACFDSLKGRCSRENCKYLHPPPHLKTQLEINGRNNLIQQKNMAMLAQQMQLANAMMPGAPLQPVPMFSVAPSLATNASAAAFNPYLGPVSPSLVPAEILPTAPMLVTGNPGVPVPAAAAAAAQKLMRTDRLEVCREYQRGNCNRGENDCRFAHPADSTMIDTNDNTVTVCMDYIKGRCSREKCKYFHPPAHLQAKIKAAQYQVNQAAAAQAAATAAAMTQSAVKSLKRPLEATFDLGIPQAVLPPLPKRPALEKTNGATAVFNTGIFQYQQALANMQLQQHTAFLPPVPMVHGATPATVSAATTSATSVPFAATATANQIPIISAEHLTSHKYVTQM
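His-tagged MBNL1 binding to biotinylated (CUG)12 RNA was measured by TR-FRET using terbium anti-His antibody (0.055 ng/ul final) and streptavidin-XL665 (5 nM final). Compounds were titrated 92 nM to 58 uM; 60 min at room temperature.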
AT treatment: qHTS Assay for Identifying a Potential Treatment of Ataxia-Telangiectasia; 320,000 compounds, 0.19% hits; […] A-T fibroblasts, KAP-1 phosphorylation AlphaLISA; neocarzinostatin DNA damage 30 min before lysis; Potency, µM (doses to about 57.5 µM), inactives show at the top dose activation, actives largely listed as activators; AID 485349, 2010; note: potency is the fitted concentration of half-maximal effect; % of control where 0% means no effect; nearly all actives have a fitted effect of over 45% in size
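hTERT-immortalized A-T patient fibroblasts ([…]), 500 cells/well in OPTI-MEM, 1% FBS, got compounds for 60 min, then NCS for 30 min at 37C. Lysates were then assayed for phospho-KAP-1 by AlphaLISA (anti-pKAP1 donor, anti-KAP1 acceptor beads), 6 hr at 25C.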
GALK inhibitor: qHTS Assay for Inhibitors of Human Galactokinase (GALK); P51570; Purified GALK, Kinase-Glo residual ATP luminescence; Potency, µM (series often up to 57.5 µM), for the others: at the highest dose activity change, negative = inhibition, most hits filed as inhibitors; 270,000 compounds, 0.007% hits; AID 1868, 2009; note: potency is the fitted concentration of half-maximal effect; % is set by controls: 0 for no effect and ±100 for the full control effect
Target sequence (P51570 whole entry, looked up): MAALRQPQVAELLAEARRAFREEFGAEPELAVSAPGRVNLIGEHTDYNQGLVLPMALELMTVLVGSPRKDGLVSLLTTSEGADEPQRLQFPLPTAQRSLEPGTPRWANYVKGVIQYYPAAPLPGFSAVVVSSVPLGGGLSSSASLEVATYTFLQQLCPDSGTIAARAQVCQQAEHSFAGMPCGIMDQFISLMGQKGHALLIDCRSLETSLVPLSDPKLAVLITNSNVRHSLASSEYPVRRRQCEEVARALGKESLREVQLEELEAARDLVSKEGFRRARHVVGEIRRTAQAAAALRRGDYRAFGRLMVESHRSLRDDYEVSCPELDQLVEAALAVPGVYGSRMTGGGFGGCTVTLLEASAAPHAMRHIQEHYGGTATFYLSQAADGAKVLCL
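Kinase-Glo Plus luminescence measured ATP left after a 1 h room-temperature reaction. The reaction used 5 nM GALK, 100 uM galactose and 35 uM ATP at pH 8.0 (20 mM HEPES, 5 mM MgCl2, 60 mM NaCl, 1 mM DTT, 0.01% BSA).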
MLL CXXC-DNA inh: qHTS Fluorescence Polarization Assay for Inhibitors of MLL CXXC domain - DNA interaction | Histone-lysine N-methyltransferase 2A (Homo sapiens), Q03164 | MLL-CXXC / FITC-HOXA9 DNA fluorescence polarization | Potency, µM (top dose mostly 115 µM), inactives show at the top dose activity change, negative = inhibition, hits mostly inhibitors | 290,000 compounds, 0.037% hits | AID 2662, 2010; active = well fitted inhibition curve with a large enough effect in the polarisation, with a control signal flat, not every such curve was filed as active; inconclusive = small, poorly fitted or top-dose-only effect, or effect the other way, or a change in a side signal; inactive = no such curve, though single readings can be large or run the other way; the % refers to the polarisation; note: potency is the fitted concentration of half-maximal effect
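Steps: dispense CXXC domain solution (7 uM) → pin compounds or unlabeled HOX-A9 DNA control → 5 min ambient → add FLSN-HOX-A9 solution (50 nM) → spin → 30 min ambient → fluorescence polarization. Tris pH 7.5/NaCl/DTT/BSA buffer.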
a7 integrin act: qHTS for Activators of Integrin-Mediated Alleviation for Muscular Dystrophy; alpha7betagal myoblasts, beta-gal FDG fluorescence, 48 h; Potency, µM (series often up to 38.3 µM), inactives show top-dose activation, most hits filed as activators; 350,000 compounds, 0.064% hits;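 note: potency is the fitted concentration of half-maximal effect; 100% = response of the positive control SU9516; nearly all actives have a fitted effect of over 60% in size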
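Alpha7betagal+/- myoblasts (passage 13) were plated 16-24 hr, then exposed to compounds (1:260 dilution of DMSO stock) for 48 hours at 37C. After MPER lysis, β-galactosidase reporter activity was read as FDG fluorescence (ex 480/em 540) after 30 minutes.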
TRPV1 agonist: HTS Assay for Compounds that Act as Agonists of the Vanilloid Receptor 1; Transient receptor potential cation channel subfamily V member 1 (Homo sapiens), Q8NER1; TRPV1-expressing cells, Fluo-8 calcium influx, agonist mode; activation, % at 8.33 µM; 320,000 compounds, 0.19% hits; in the data active = activation above about 80%; inconclusive = between about 30% and that limit; note: 0% is about no effect
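Cells expressing TRPV1 were dye-loaded with Fluo-8 and read kinetically: 10 s baseline, 3 min after compound (agonist portion), then 2 min after EC20 capsaicin (allosteric enhancer portion). Calcium-bound dye fluorescence at 480/520 nm.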
KCNH2 WT inh: qHTS for Inhibitors of KCHN2 3.1: Wildtype qHTS | Voltage-gated inwardly rectifying potassium channel KCNH2 (Homo sapiens), Q12809 | activity change, % at 1.84 µM | AID 720551, 2013 | 340,000 compounds, 0.37% hits | U2OS, BacMam KCNH2, thallium flux FluxOr; hits give low values;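 active = maximum activity change below -70%; inconclusive = maximum activity change between -70% and -50%; inactive = maximum activity change above -50%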; note: % is set by controls: 0 for no effect and ±100 for the full control effect
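U2OS cells transduced with wild-type KCNH2 virus are loaded with FluxOr dye for 45 min, and thallium flux is measured in kinetic reads before and after stimulation buffer. Rate constants are normalized to DMSO controls.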
Starred values were filed as active, the others as inactive; i = inactive; ? = inconclusive; nt = not tested or not shown; [ ] = remark or other dose. Unless noted, calls come from the whole dose curve; as a rule, active = well fitted curve in the direction sought with a large enough effect; inconclusive = small, poorly fitted or top-dose-only effect, or another doubt; inactive = no such curve, though single readings can be large; an effect the other way counts as inactive or inconclusive.

Structure	Coupling enz	ASM inhibitor	KCNH2 3.1 block	MBNL1 CUG block	AT treatment	GALK inhibitor	MLL CXXC-DNA inh	a7 integrin act	TRPV1 agonist	KCNH2 WT inh
CC(=O)Nc1nnc(CSCc2ccccc2F)s1	0	2%	1	nt	3%	2%	-3%	?	-1	1
COc1ccc(CCNc2nnc(C)c(=O)[nH]2)cc1OC	4	0%	8	-3%	4%	-2%	11%	-6%	-1	-25
O=C(O)CCCCCn1c(O)c(C=C2N=c3ccccc3=N2)sc1=S	6	-12%	7	?	-8%	-5%	13%	0%	-2	12
CC(=O)Nc1cccc(-c2cnc(N)c(C(=O)c3cccnc3)n2)c1	nt	5%	2	nt	-11%	nt	nt	31%	nt	2
O=C(CSc1ncccc1C(=O)O)NCc1ccc(F)cc1	-1	4%	5	14%	1%	1%	-6%	-11%	0	-35
COc1cccc(/C=N/n2c(C)nc3ccccc32)c1OC	-1	-3%	19	3%	0%	0%	-4%	-17%	?	9
COc1cc(CNCc2ccccc2)ccc1OCC(O)c1ccccc1 (stereo not given)	1	1%	17	-5%	3%	2%	5%	-23%	4	2
CCc1c(C)sc(NC(=O)C2CC2)c1C(=O)OC(C)C	-1	-7%	-8	nt	17%	2%	-2%	-27%	20	-2
CN(C)S(=O)(=O)c1ccc(C(=O)OCCCN=C2NS(=O)(=O)c3ccccc32)cc1	3	-3%	6	6%	4%	1%	8%	20%	-3	13
O=S(=O)(Cc1ccccc1Cl)NCCc1ccccc1	0	-12%	8	-1%	0%	2%	-1%	0%	5	2
COC(=O)c1cc(C(=O)OC)cc(S(=O)(=O)Nc2ccc(Cl)c(N)c2)c1	-2	14%	37	-15%	6%	0%	1%	-6%	-2	1
CC(=O)N(c1ccccc1)c1ccc([N+](=O)[O-])cc1[N+](=O)[O-]	0	-2%	14	?	6%	-1%	-2%	-9%	-4	4
O=[N+]([O-])/C=C/c1cc2ccccc2[nH]1	0	-10%	-1	7%	7%	6%	0%	-46%	27	7
Cc1ccc2nc(-c3ccc(NS(=O)(=O)c4ccccc4)cc3)sc2c1	-1	i	-1	nt	1%	1%	16%	4%	6	-2
O=C(CCCOc1ccccc1)N1CCN(c2ccccn2)CC1	0	1%	0	-7%	-3%	0%	2%	-15%	19	0
COc1ccccc1NC(=O)N1CCCC(C(=O)Nc2cccc(C)c2C)C1 (stereo not given)	2	-1%	7	-11%	9%	1%	-4%	16%	5	-21
c1cc2c(cc1Nc1nc(-c3ccc4c(c3)OCO4)cs1)OCCO2	-8	28%	2	51%[activator]	-19%	1%	17%	-6%	8	1
CN(C)CCN1C(=O)CCC2(C)C1=CCC1C2CCC2(C)C1CCC2(C)O (stereo not given)	nt	2%	8	nt	nt	nt	nt	-22%	nt	6
CC(C)OC(=O)c1ccc(NC(=O)c2cccc(-n3cnnn3)c2)cc1	nt	-17%	12	nt	0%	nt	nt	?	6	2
CC1CCc2[nH]c3ccc(C(=O)N(C)CC(=O)Nc4ccccc4Cl)cc3c2C1 (stereo not given)	nt	-3%	13	nt	-9%	nt	nt	-11%	5	-5
COc1cc(OC)cc(C(=O)N[C@H](C(=O)NC2CCCc3ccccc32)C(C)C)c1 (stereo not given in full)	nt	-1%	6	nt	23%	nt	nt	4%	nt	13
CCc1ccc(OCCCC(=O)Nc2ccc(S(N)(=O)=O)cc2)cc1	-2	-13%	1	19%	-2%	-1%	-8%	9%	?	-8
CC(=O)N1CCOc2ccc(S(=O)(=O)N3CCCC(C)C3)cc21 (stereo not given)	nt	-1%	-2	-6%	-17%	-8%	63%[activator]	5%	17	0
COc1ccccc1N1CCN(CCCNC(=O)Nc2ccccc2)CC1	13	5%	-1	?	1%	0%	3%	-5%	3	12
NC1=NC(=O)/C(=C\c2ccsc2)S1	1	-2%	7	?	-6%	0%	12%	-13%	0	0
COc1ccc(CCNc2cc(C)nc3c(-c4ccc(Cl)cc4)cnn23)cc1OC	-5	33%[activator]	-7	-4%	8%	nt	4%	-16%	0	18
Cc1ccc(C(=O)NNC(=O)CCC(=O)Nc2cccc(Cl)c2C)cc1	4	2%	10	-7%	7%	2%	11%	13%	13	0
CCOC(=O)CN(C(=O)CSc1nnc(C)n1-c1ccccc1)c1ccccc1	0	-4%	8	1%	7%	-2%	-3%	-11%	?	-9
CCOC(=O)N1CCN(C(=O)CSc2ncnc3sccc23)CC1	nt	3%	11	nt	-3%	nt	nt	1%	-4	-5
CCc1sc(C(=O)N(CCCOC)c2c(N)n(CC(C)C)c(=O)[nH]c2=O)cc1C	nt	nt	-11	nt	-2%	nt	nt	0%	1	-2
OC(COc1ccc2cc(Br)ccc2c1)CN1CCN(c2ccccn2)CC1 (stereo not given)	2	-14%	?	5%	7%	-2%	18%	-21%	4	-13
COc1ccccc1OCCSc1nc2ccccc2n1CC(O)CO (stereo not given)	-4	0%	-6	1%	12%	-1%	-13%	25%	-4	-7
Cc1ccc(Cl)cc1N1CCN(CC(O)COC(C)C)CC1 (stereo not given)	1	4%	-77*	-2%	-3%	5%	3%	0%	2	28
CC(C)CC(NC(=O)OC(C)(C)C)c1cn([C@@H](CCCCNC(=O)OC(C)(C)C)C(=O)N2CCN(C(=O)OC(C)(C)C)CC2)nn1 (stereo not given in full)	-4	3%	0	-5%	6%	-2%	-11%	20%	-2	-2
COc1cc(NC(=S)N2CCCCC2C)c(OC)cc1Cl (stereo not given)	1	0%	9	0%	2%	1%	-4%	-12%	-1	nt
O=C(N/N=C(\c1ccccc1)c1ccccn1)c1ccccc1Cl	-1	0%	-7	-1%	1%	8%	1%	-60%	?	-12
COc1ccc(C2(c3ccc(OC)cc3)NC(=O)N(CC(=O)NC(C)C)C2=O)cc1	-1	-1%[11.5 µM]	-1	-1%	3%	-2%	24%	-20%	-1	2
COc1cccc(OCCNC(=O)Nc2cc(F)c(F)cc2Cl)c1	0	-4%	0	-1%	11%	3%	-2%	-19%	15	-25
CCc1ccccc1NC(=O)CC(=O)Nc1ccccc1CC	-2	-2%	14	-10%	3%	3%	2%	3%	0	-11
CCOC(=O)c1c(C)n(C)c2ccc(OCC(O)Cn3c(C)nc4ccccc43)cc12 (stereo not given)	0	-9%	13	?	19%	0%	9%	-50%[inhibitor]	1	-2
CCc1ccc(C2C(C#N)=C(N)N(N3CCOCC3)C3=C2C(=O)CC(C)(C)C3)s1 (stereo not given)	0	9%	-8	2%	5%	4%	-2%	-26%	1	7
O=C(NN1C(=O)C2C3C=CC(C4CC34)C2C1=O)c1ccc(Cl)cc1 (stereo not given)	0	2%	5	-4%	16%	0%	3%	-12%	-4	3
C=CCN(CC=C)C(=O)c1cccc(OC2CCN(CC(C)(C)C)CC2)c1	1	-1%	-8	-1%	4%	5%	-7%	?	3	5
C=C1CC(C)OC(c2ccccc2OCC(O)CN2CCCCC2)C1 (stereo not given)	4	-1%	-13	?	0%	-4%	-4%	-28%	5	12
Cc1ccc(CNC(=O)COC(=O)c2ccc(S(=O)(=O)N(C)C)cc2)cc1	1	-1%	-2	-2%	-2%	9%	6%	-38%	6	3
CN(C)CCCN(C(=O)c1ccc2ccccc2c1)c1nc2cc3c(cc2s1)OCO3	-2	-4%	-11	11%	-2%	-6%	9%	-42%	-3	20

One compound at a time (already shown). Order of screens: Coupling enz, ASM inhibitor, KCNH2 3.1 block, MBNL1 CUG block, AT treatment, GALK inhibitor, MLL CXXC-DNA inh, a7 integrin act, TRPV1 agonist, KCNH2 WT inh
Shown for CN(C)CCCN(C(=O)c1ccc2ccccc2c1)c1nc2cc3c(cc2s1)OCO3 : -2, -4%, -11, 11%, -2%, -6%, 9%, -42%, -3, 20
Shown for O=C(N/N=C(\c1ccccc1)c1ccccn1)c1ccccc1Cl : -1, 0%, -7, -1%, 1%, 8%, 1%, -60%, ?, -12
